# Source: PubChem
# NPYLR7 agonist: mosquito NPYLR7 agonism; HEK293T NPYLR7/Galpha15, GCaMP6s calcium fluorescence; activation, % at 10 µM; actives 0.15% (n = 270,000); AID 1259423; in the data active means activation above about 40%;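 further: 0% = vehicle and 100% = reference agonist at the receptor; some compounds past the cut are filed as inactive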
# hcGAS inh: blocks human cGAS activity. recombinant h-cGAS, ATP depletion, Kinase-Glo luminescence. inhibition, % at 12.5 µM. actives 0.081% (n = 290,000);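 further: 0% = vehicle reaction and 100% = reaction without DNA for no activity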
# Target sequence (Q8N884 whole entry, looked up): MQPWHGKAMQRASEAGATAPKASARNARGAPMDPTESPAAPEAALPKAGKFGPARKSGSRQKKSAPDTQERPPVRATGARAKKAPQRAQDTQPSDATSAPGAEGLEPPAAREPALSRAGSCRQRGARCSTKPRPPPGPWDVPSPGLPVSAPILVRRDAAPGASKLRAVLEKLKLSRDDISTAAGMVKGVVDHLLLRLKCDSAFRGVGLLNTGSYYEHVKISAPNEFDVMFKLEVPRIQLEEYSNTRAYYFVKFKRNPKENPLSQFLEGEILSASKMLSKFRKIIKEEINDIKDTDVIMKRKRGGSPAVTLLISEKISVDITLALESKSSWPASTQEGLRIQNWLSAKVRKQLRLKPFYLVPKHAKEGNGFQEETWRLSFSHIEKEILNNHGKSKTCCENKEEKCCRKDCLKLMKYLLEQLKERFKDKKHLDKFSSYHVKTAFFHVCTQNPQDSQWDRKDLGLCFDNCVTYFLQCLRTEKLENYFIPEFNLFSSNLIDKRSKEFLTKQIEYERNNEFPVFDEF
# mcGAS lum: blocks mouse cGAS activity | Q8C6L5 | recombinant cGAS, Kinase-Glo ATP depletion luminescence | inhibition, % at 12.5 µM | actives 0.15% (n = 160,000) | AID 1259399;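 further: 0% = negative control wells and 100% = reference inhibitor with no enzyme activity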
# Active calls of the source: *; . = not tested or not shown; & = joins results of further samples. Unless noted, no stated cut-off is given here; in the data, active means inhibition above about 40%; inactive means the rest. Hits appear at their usual frequency (roughly 0.29% active in at least one column).
SMILES,NPYLR7 agonist,hcGAS inh,mcGAS lum
CCN(CC)S(=O)(=O)c1ccc(OCC(=O)Nc2ccc(S(=O)(=O)N3CCCC3)cc2)cc1,-1,-7,-6
Cc1cn2c3c(=O)[nH]c(=O)n(C)c3nc2n1C(C)C,6,-6,.
CC(C)c1cccc(Nc2nnc(C(O)c3cc(F)c(F)c(F)c3)s2)c1 (centres undefined),7,-7,-7
CN(C)S(=O)(=O)c1ccc(C(=O)Nc2ccc(N3CCCC3)cc2)cc1,1,4,-8
COc1nc(-c2cccc(C(F)(F)F)c2)n(-c2ccc(NC(=O)C3CCC3)cc2)n1,17,-11,-5
O=C(CCC1CCN(C(=O)C2Cc3ccccc3O2)CC1)Nc1ccccc1 (centres undefined),14&-2,-4&9,-9&2
CCOC(=O)c1cnc2ccccn2c1=O,8,-3,-5
O=[N+]([O-])c1ccc(Cl)c(S(=O)(=O)Nc2ccc(Cl)cc2)c1,2,-4,.
Cc1ccc(N(C)S(=O)(=O)c2cc(C(=O)O)ccc2C)c(C)c1,0,-7,.
CC1CCCCC1OCC(=O)N(CC(=O)N(C)C)CC(F)(F)F (centres undefined),2,-5,.
COc1ccc(C(=O)N2CCCN(CC3CN(C(=O)Nc4ccccc4)CCO3)CC2)cc1OC (centres undefined),.,-1,-2
CCC(C)N(CC(=O)N(Cc1cccn1Cc1ccc(F)cc1)C1CCCCC1)C(=O)c1cccc(C(F)(F)F)c1 (centres undefined),-3,-7,-5
CC(C)c1ccc(NC(=O)C(C#N)=C2SCC(=O)N2c2ccccc2)cc1,3,0,-6
CN1CCCN(CC(=O)NCc2ccccc2Cn2cccn2)CC1,2,-2,-11
CCn1c(C)c(C(=O)CN(Cc2ccco2)C(=O)c2cccc(Cl)c2)c(C)c1C(=O)OC,-14,5,2
O=C(c1cn(CCc2ccccc2)nn1)N1CCN(C2CCc3ccccc3C2)CC1 (centres undefined),16,-7,-9
COc1ccccc1CCC(=O)Nc1ccc2c(c1)CN(Cc1ccsc1)CC2,7,0,.
C=CCC(O)(CC=C)c1ccc(CN(CCCOC)Cc2cccs2)o1,-2,-4,-5
CC1=NC2=C(C(=O)CCC2)C(c2ccc3c(c2)OCO3)C1C#N (centres undefined),-2,-1,-2
CN(CCn1ccnc1)c1ccc(-c2nc(Cc3ccc(F)cc3)no2)cn1,9,-7,.
N#Cc1ccc(C=NN2C(=O)CSC2=S)cc1,6,-3,4
N#CC(C(=O)Cn1ccccc1=O)c1nc(-c2ccccc2)cs1 (centres undefined),36,-6,-15
CCN(CC)C(=O)Oc1ccc2c(ccn2Cc2cccc(F)c2)c1NC(=O)C1COc2ccccc2O1 (centres undefined),0,2,3
CCOCCNC(=O)c1cc2c(s1)-c1cc(OC)ccc1CC2,3,-10,-7
CC(=O)N(C)c1ccc2c3c(cccc13)C(=O)N(c1cccc(C)c1)C2=O,0,1,.

# Continuation:
SMILES,NPYLR7 agonist,hcGAS inh,mcGAS lum
COc1ccc(C(=O)Nc2cccc(Cl)c2F)cn1,-3,-3,.
CN1CCCN(c2ncccc2CNC(=O)CCCn2cncn2)CC1,4,-3,-11
Cc1ccsc1C(=O)N1CCC1(C)C(=O)NCC(F)(F)F (centres undefined),5,-10,.
O=C(c1ccccc1F)N1CCCC(OCc2ccc(C(F)(F)F)cc2)C1 (centres undefined),-7,-1,-4
CN(C)CCCN(C(=O)COc1ccc(Cl)cc1Cl)c1nc2ccccc2s1,-3,-10,-7
C=c1cc(C)ccc1=C1NN=C(NC(=O)CCNC(=O)OCC)S1,9,-5,.
CC(C)c1nccn1C(C)C(=O)N1C[C@@H]2[C@H](C1)[C@H]1CC[C@@H]2O1 (some centres undefined),0,-8,.
CCOC(=O)C1CCCCCN(C(=O)OC(C)(C)C)CCC(=O)N1 (centres undefined),.,-10,-4
CC(C)c1ccc(CC(=O)N2CCC2(C)C(=O)NS(=O)(=O)c2ccc(F)cc2F)cc1 (centres undefined),-2,-7,-4
Cc1noc(C)c1CCC(=O)N1CC(=O)N(C2CCCCC2)CC(OCc2cccnc2)C1 (centres undefined),10,-1,-16
Cc1ccc(C)c(NC(=O)CC(=O)NCCc2cnc[nH]2)c1,17,-4,.
CN(c1ccc(S(N)(=O)=O)cc1[N+](=O)[O-])C1CCCCC1,3,-6,-9
Cn1c(=O)c2cc(C(=O)NCC3CCCO3)n(Cc3ccco3)c2n(C)c1=O (centres undefined),0,-6,-7
Cc1ccc(CCNC(=O)NCC(=O)Nc2ccc(F)cc2)cn1,-6,-5,-14
CC(C)(C)c1ccc(COc2coc(CN3CCCN(C(=O)c4c(Cl)cccc4Cl)CC3)cc2=O)cc1,19,-7,-6
O=C(N(Cc1cccc(OS(=O)(=O)c2ccc(F)cc2)c1)Cc1ccco1)C12CC3CC(CC(C3)C1)C2,1,-5,-3
O=C(c1ccco1)N1CCSC12C(=O)N(Cc1ccc(F)c(F)c1)c1ccccc12 (centres undefined),-8,0,2
CCOC(=O)C1=C(C)OC(=O)C1(NS(=O)(=O)c1ccccc1)C(F)(F)F (centres undefined),-8,2,.
Cc1c(O)ccc2c3c(c(=O)oc12)CCCC3,-2,-4,-2
CN(Cc1ccccc1)C(=O)C(C1CCCC1)N1CCN(C(=O)Nc2cccc(Cl)c2)CC1 (centres undefined),-10,1,1
C=CCn1c(C)c(C)n2c3c(=O)n(CCc4ccccc4)c(=O)n(C)c3nc12,-2,7,.
CCc1nc2c(OCC3COc4ccccc4O3)cccn2c1N(C)C(C)=O (centres undefined),3,-4,-3
Cc1[nH]c(-c2ccccc2)nc1C(=O)N1CCC(O)(CO)CC1,-2,-8,-18
Cc1c(C(=O)NCc2ccc([N+](=O)[O-])cc2)sc(=O)n1Cc1cccc(C(F)(F)F)c1,0,-3,.
O=C(CCc1c[nH]c2ccccc12)OCC(=O)c1cccc([N+](=O)[O-])c1,4,-2,-5

# Record cards, from the list above. Values in the order: NPYLR7 agonist	hcGAS inh	mcGAS lum
# CN(C)CCCN(C(=O)COc1ccc(Cl)cc1Cl)c1nc2ccccc2s1 reads -3	-10	-7
# CC(C)(C)c1ccc(COc2coc(CN3CCCN(C(=O)c4c(Cl)cccc4Cl)CC3)cc2=O)cc1 reads 19	-7	-6
# Cc1ccc(C)c(NC(=O)CC(=O)NCCc2cnc[nH]2)c1 reads 17	-4	.
# CCOC(=O)C1=C(C)OC(=O)C1(NS(=O)(=O)c1ccccc1)C(F)(F)F (centres undefined) reads -8	2	.
# Cc1ccc(CCNC(=O)NCC(=O)Nc2ccc(F)cc2)cn1 reads -6	-5	-14

# (cont.)
SMILES,NPYLR7 agonist,hcGAS inh,mcGAS lum
CCOC(=O)c1nc2ccccc2nc1N1CCN(S(C)(=O)=O)CC1,12,-11,-4
COC(=O)CNC(=O)c1cc2c(C)nn(-c3ccc(F)cc3)c2s1,18,-8,-15
N#CCCCOc1ccc(Cl)cc1,-2,-4,-5
CC(=O)Nc1cccc(NC(=S)NC(NC(=O)C(C)(C)C)C(Cl)(Cl)Cl)c1 (centres undefined),1,-7,-6
CC(Cn1cncn1)NS(=O)(=O)CC12CCC(CC1=O)C2(C)C (centres undefined),6,-6,.
O=C(NCc1nnc2n1CCC2)C1=Cc2cc(Br)ccc2OC1,4,-2,.
Nc1cc(-c2ccc(Cl)c(Cl)c2)ncn1,-4,4,4
CCOC(=O)c1[nH]ncc1CN(C)C1CCCN(C2Cc3ccccc3C2)C1 (centres undefined),-1,-3,.
O=C(Nc1ccc(Cl)cc1Cl)N1CCSC1c1ccc(OCc2ccccc2)cc1 (centres undefined),18,-7,-5
CNC(=O)c1cc(Nc2nnc(C)c3ccccc23)ccc1OC,15,-10,.
C=CCn1c(=NC(=O)c2ccc(N3C(=O)CCC3=O)cc2)sc2cc(C(=O)OCC)ccc21,7,-5,.
CCCCOc1ccc(S(=O)(=O)NCCn2ncccc2=O)cc1,1,-8,.
CN(Cc1ccccc1)c1nc2c(c(=O)n(C)c(=O)n2C)n1CCSc1nc2ccccc2s1,0,-7,-9
CC(C)n1nnnc1SCCS(=O)(=O)c1cc(Cl)ccc1Cl,5,3,.
CCCS(=O)(=O)NCc1cccnc1Oc1cccc(C(F)(F)F)c1,5,-5,-9
CCOC(=O)N1CCC2(CC1)c1c(C)nn(-c3ccc(C)cc3)c1OC(=N)C2C#N (centres undefined),1,-7,.
Nc1cc(N2CC[C@@H](N3CCN(c4ccccc4F)CC3)[C@H](O)C2)ncn1,12,-6,-15
CC1(C)OC(=O)C(=CNc2ccc3ccccc3c2)C(=O)O1,10,-4,-9
Cc1ccc(Sc2ccc(NS(=O)(=O)c3ccc4c(c3)CC(=O)N4C)cc2)c(C)c1,2,-1,.
CCn1c(CN2CCN(Cc3ccc(C)o3)C(CCO)C2)nc2ccccc21 (centres undefined),1,-7,.
O=[N+]([O-])c1ccc(-n2c(SCc3ccc(F)cc3)nnc2C(Cc2ccccc2)NS(=O)(=O)c2ccc(F)cc2)cc1 (centres undefined),-4,-12,-5
CN(Cc1ccc(-c2ccc(Cl)cc2)o1)C(=O)CNC(=O)c1ccccc1,10,-9,-7
NC(=O)CN1CC=C(CNC(=O)CCc2ccccc2)CC1,3,0,.
COc1cc2c(cc1CN(Cc1nccn1C)C1CC1)CCC2,-1,-4,.
CCc1nc2ccc(C(=O)NCCCn3ccnc3)cn2c1N(CCN(C)C)CC1CC1,-6,-3,1

# Structures from the list above containing two or more sulfur atoms (6):
SMILES,NPYLR7 agonist,hcGAS inh,mcGAS lum
CCN(CC)S(=O)(=O)c1ccc(OCC(=O)Nc2ccc(S(=O)(=O)N3CCCC3)cc2)cc1,-1,-7,-6
N#Cc1ccc(C=NN2C(=O)CSC2=S)cc1,6,-3,4
CN(Cc1ccccc1)c1nc2c(c(=O)n(C)c(=O)n2C)n1CCSc1nc2ccccc2s1,0,-7,-9
CC(C)n1nnnc1SCCS(=O)(=O)c1cc(Cl)ccc1Cl,5,3,.
Cc1ccc(Sc2ccc(NS(=O)(=O)c3ccc4c(c3)CC(=O)N4C)cc2)c(C)c1,2,-1,.
O=[N+]([O-])c1ccc(-n2c(SCc3ccc(F)cc3)nnc2C(Cc2ccccc2)NS(=O)(=O)c2ccc(F)cc2)cc1 (centres undefined),-4,-12,-5

# Further results
SMILES,NPYLR7 agonist,hcGAS inh,mcGAS lum
COc1cccc(-c2ccc(C(=O)NCc3noc(C(C)C)n3)cn2)c1F,24,-8,.
CC(Cc1cnccn1)Nc1nc(CCN)nc2ccccc12 (centres undefined),14,-8,.
CC1CN(c2ccc(NC(=O)c3ccc4n[nH]nc4c3)cc2)CC(C)O1 (centres undefined),12,-10,-16
COc1ccccc1/C=C/CN1CCC(n2nccc2NC(=O)c2ccccc2Cl)CC1,16,-10,-9
CCCCCCCC(=O)Nc1c(-c2ccc(C)cc2)nc2ccccn12,-4,-5,-2
CCC(CNS(C)(=O)=O)Oc1ccccc1C (centres undefined),-11,-21,.
Cc1cc(C)n(C2CCN(Cc3cccn3S(=O)(=O)c3ccccc3)C2)n1 (centres undefined),3,1,-15
C=CCn1c(SCc2nc3ccccc3c(=O)[nH]2)nc2sc(CC)cc2c1=O,-1,-6,.
Cc1cc(C)c(C(=O)N2CCC(C3(c4cccnc4)NC(=O)N(CCc4cccs4)C3=O)CC2)[nH]1 (centres undefined),21,-6,-7
O=C(Cc1nnc2c3ccccc3ncn2c1=O)c1cc2ccccc2o1,13,-3,.
COc1cc(=O)n(-c2ccccc2)nc1C(=O)N1CCCc2ccccc21,3,-7,.
O=C(NCCn1ncc2c(N3CCN(c4ccc(F)cc4)CC3)ncnc21)c1cc2ccccc2o1,-1,-3,1
C#CCn1c(O)c(N=NC(=O)CNC(=O)c2ccc3c(c2)OCCO3)c2ccccc21,-11,-4,-3
Cc1cc(C)n(-c2ccc(CNC(=O)C3CC(c4ccccc4)=NO3)cn2)n1 (centres undefined),8,-7,.
CCOc1ccc(-c2nc(C(N)=O)c3[nH]c(=O)n(-c4ccc(OCC)cc4)c3n2)cc1,-8,1,3
CCc1cc(N2CCN(C(=O)c3ccc(OC(F)(F)F)cc3)CC2)n2ncnc2n1,1,-5,-8
O=C(c1ccc(C(F)(F)F)cc1)N(Cc1ccccc1)Cc1c(-c2ccccc2)noc1N1CCCC1,3,-8,-4
CCOc1ccc(/C=C2/SC(=Nc3ccccc3Cl)NC2=O)cc1,-7,3,-4
Cc1noc(C)c1S(=O)(=O)NC(=O)C1(C)CCN1C(=O)Cc1ccc(-c2ccccc2)cc1 (centres undefined),-1,-4,.
Cc1c(C(=O)O)oc2cc3c(cc12)CCC3,-1,-7,-11
Cc1cc(OCC(=O)NNC(=O)COc2ccc(Cl)cc2)cc(C)c1Cl,10,1,.
CC(=O)OC(C)(C)C(=O)N1CCN(CC(OCc2ccc(C#N)cc2)c2cccc(N3CCCC3)c2)CC1 (centres undefined),.,-5,-7
CCC(C)NC(=O)CCN(Cc1ccco1)c1nc(-c2ccccc2Cl)nc2ccccc12 (centres undefined),-1,0,-4
COc1ccccc1OC1CCN(c2nc3nonc3nc2N2CCOCC2)CC1,2&4,-6&-6,.
COc1cc(OC)cc(C(=O)N2CCC[C@@H]2C(=O)NCCNC(=O)c2ccccc2)c1,2,-4,-5
CC(Cc1ccco1)NC(=O)CC1CCN(C(=O)NC2CCCCC2)CC1 (centres undefined),.,0,1
Cc1ccc(S(=O)(=O)N(C)c2cc(S(=O)(=O)N(C)CCCC(=O)O)c(C)cc2C)cc1,4,-7,-6
O=C(NNc1ccc(Br)cc1Cl)Nc1nncs1,2,-5,-12
CCCn1cnnc1CNC(=O)CC1C(=O)Nc2c(C)cc(C)cc21 (centres undefined),7,1,.

# 2 of the compounds above, field by field:
Cc1c(C(=O)O)oc2cc3c(cc12)CCC3
  NPYLR7 agonist = -1; hcGAS inh = -7; mcGAS lum = -11

Cc1cc(OCC(=O)NNC(=O)COc2ccc(Cl)cc2)cc(C)c1Cl
  NPYLR7 agonist = 10; hcGAS inh = 1; mcGAS lum = .
